Mito fusion yeast: inhibitors of mitochondrial division or activators of mitochondrial fusion | S. cerevisiae fusion-defective mutant growth rescue, CellTiterGlo 48 h | Potency, µM (highest dose often 46.1 µM), inactives show at the highest dose growth rescue (activation), hits mostly activators | 320,000 compounds, 0.23% hits;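 further: potency means the concentration at half of the fitted maximal effect; % of control where 0% means no effect; nearly all actives have a fitted effect of over 45% in size; temperature-sensitive fusion mutants such as fzo1-1 at 37 °C on non-fermentable ethanol glycerol medium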
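Yeast fusion mutant, YPEG (non-fermentable carbon), compound, 48 h at 37C non-permissive; CellTiterGlo added, 10 min RT, luminescence read. Rescued growth = division inhibition.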
ELG1 repair inh: inhibitors of ELG1-dependent DNA repair in HEK293T cells | HEK293T ELG1-luciferase reporter, luminescence, 16 h; DNA damage induced by 5-fluorouridine | Potency, µM (series often up to 46.1 µM), without a hit: at the top dose activity change, negative = inhibition, hits mostly inhibitors | 330,000 compounds, 2.3% hits; further: potency means the concentration at half of the fitted maximal effect; on the % scale 0 is the no-effect control and ±100 the full control effect; nearly all actives have a fitted effect of over 55% in size
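Step one: seed 2,000 cells per well. Step two: pin-transfer compound or DMSO alongside 5-fluorouridine. Step three: incubate 16 hr, 37 °C, 5% CO2. Step four: add ONE-Glo, wait 30 min, read luminescence.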
KCNH2 3.1 inh: blocks the human KCNH2 3.1 channel isoform | U2OS KCNH2 3.1, thallium flux FluxOr; active compounds read low | 340,000 compounds, 0.95% hits | AID 720553 | activity change, % (tested at about 1.8 µM);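 active means maximum activity change below -70%; inconclusive means maximum activity change from -70% to -50%; inactive means maximum activity change above -50%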;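 further: thallium influx rate constant from kinetic fluorescence after stimulation buffer; on the % scale 0 is the no-effect control and ±100 the full control effect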
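U2OS cells transduced with KCNH2 3.1 mutant virus (1.77 x 10^8 /mL, 4 h), plated overnight at 37 C, loaded 45 min with FluxOr dye plus Red40 quencher. Thallium flux rate constant from kinetic reads after stimulation buffer, normalised to controls.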
TSHR antagonist: human thyrotropin receptor antagonism. AID 504810. 330,000 compounds, 0.2% hits. activity change, negative = inhibition, % at 11.5 µM. TSHR-expressing cells, TSH-stimulated cAMP HTRF, 2 h; active compounds read low;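 active means activity change below a set negative limit, meaning inhibition stronger than a set level, cut at about -70% in these data; inconclusive means activity change between two set negative limits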; further: on the % scale 0 is the no-effect control and ±100 the full control effect
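Freshly harvested TSHR cells receive pin-tooled compound, then EC80 TSH at 4nM final. After 2 hours at 37 deg C, antibody in lysis buffer and cAMP-d2 are added; 30 minutes at ambient temperature precede the HTRF read.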
Eya2 phos inh: blocks the phosphatase activity of human Eya2 | recombinant Eya2, OMFP fluorescence dephosphorylation (OMFP is methylfluorescein phosphate) | Potency, µM (top dose mostly 76.9 µM), for inactives: at the highest dose activity, negative = inhibition, actives largely listed as inhibitors | 330,000 compounds, 0.006% hits | AID 488837; further: potency means the concentration at half of the fitted maximal effect; on the % scale 0 is the no-effect control and ±100 the full control effect
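Eya2 (0.2 uM) preincubated 10 min at ambient with compound, then OMFP substrate added at 50 uM; 10 min reaction in 50 mM HEPES pH 7.5, 50 mM NaCl, 5 uM MgCl2, 0.05% BSA, 1 mM DTT. Fluorescence read at Ex 485/Em 525 nm.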
TCR act: T cell receptor activation. primary human leukocytes, anti-CD3, IL-2 HTRF, 48 h. Potency, µM (highest dose often 9.22 µM), for the others: at the top dose activation of IL-2 secretion, most hits filed as activators. 330,000 tested, under 10 active. AID 504894; further: % of control where 0% means no effect
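48 hr co-incubation of compounds, a-CD3 beads and primary human leukocytes; IL-2 quantified homogeneously by HTRF with anti-IL-2 K and d2 conjugates.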
TRPV1 agonist: agonists of human vanilloid receptor 1 (TRPV1); TRPV1-expressing cells, Fluo-8 calcium influx, agonist mode; activation, % at 8.33 µM; 320,000 compounds, 0.19% hits; AID 540275; in the data active means activation above about 80%; inconclusive means between about 30% and that limit; further: 0% is about no effect
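TRPV1-expressing cells were cultured overnight at 35.5C and loaded with Fluo-8 calcium dye for 40 to 90 min at room temperature. After a 10 s baseline, compound was added and calcium influx was read kinetically for 3 min (ex 480/em 520 nm).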
A-T KAP1 phos: candidate therapy for ataxia-telangiectasia; […] A-T fibroblasts, KAP-1 phosphorylation AlphaLISA; neocarzinostatin DNA damage 30 min before lysis; Potency, µM (titrated, usually from 57.5 µM), without a hit: at the highest dose activation, most hits filed as activators; 320,000 compounds, 0.19% hits; AID 485349; further: potency means the concentration at half of the fitted maximal effect; % of control where 0% means no effect; nearly all actives have a fitted effect of over 45% in size
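hTERT-immortalized A-T patient fibroblasts ([…]), 500 cells/well in OPTI-MEM, 1% FBS, got compounds for 60 min, then NCS for 30 min at 37C. Lysates were then assayed for phospho-KAP-1 by AlphaLISA (anti-pKAP1 donor, anti-KAP1 acceptor beads), 6 hr at 25C.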
USP2a inh: blocks human ubiquitin-specific protease USP2a. Potency, µM (top dose mostly 38.3 µM), for the others: top-dose activity change, negative = inhibition, most hits filed as inhibitors. USP2 core, Ub-CHOP2 coupled fluorogenic reporter, 485/531. O75604. 330,000 compounds, 0.01% hits;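 further: potency means the concentration at half of the fitted maximal effect; plate controls were DMSO wells for no effect and full inhibition by NEM control for full effect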
Target sequence (O75604 whole entry, looked up): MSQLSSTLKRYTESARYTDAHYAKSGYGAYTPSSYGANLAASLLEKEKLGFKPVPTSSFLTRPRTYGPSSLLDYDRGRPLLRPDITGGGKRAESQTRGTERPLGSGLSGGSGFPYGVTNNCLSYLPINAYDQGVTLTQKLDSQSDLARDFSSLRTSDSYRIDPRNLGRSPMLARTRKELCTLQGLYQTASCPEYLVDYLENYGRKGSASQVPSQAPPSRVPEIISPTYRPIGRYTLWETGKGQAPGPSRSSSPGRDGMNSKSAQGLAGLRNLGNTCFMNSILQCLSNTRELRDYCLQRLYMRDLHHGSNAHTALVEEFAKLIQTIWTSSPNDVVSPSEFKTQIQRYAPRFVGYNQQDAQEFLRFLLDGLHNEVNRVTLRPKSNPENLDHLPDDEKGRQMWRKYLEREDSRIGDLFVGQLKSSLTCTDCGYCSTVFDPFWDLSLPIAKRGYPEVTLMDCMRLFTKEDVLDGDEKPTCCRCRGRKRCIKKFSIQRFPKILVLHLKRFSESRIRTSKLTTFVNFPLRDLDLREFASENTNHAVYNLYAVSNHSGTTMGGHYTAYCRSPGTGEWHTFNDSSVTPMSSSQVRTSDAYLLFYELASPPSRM
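Deubiquitinase activity read as fluorescence (485/531 nm) after Ub-CHOP2 cleavage activates the enterokinase reporter on its substrate; USP2 core 10nM, Ub-CHOP2 and substrate 25nM each, 30min compound preincubation then 60min RT; data normalized to NEM, curves fitted.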
KCNH2 WT inh: blocks the wildtype human KCNH2 potassium channel | activity change, % at 1.84 µM | 340,000 compounds, 0.37% hits | U2OS, BacMam KCNH2, thallium flux FluxOr; active compounds read low | Q12809;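 active means maximum activity change below -70%; inconclusive means maximum activity change between -70% and -50%; inactive means maximum activity change above -50%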; further: on the % scale 0 is the no-effect control and ±100 the full control effect
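U2OS cells transduced with wild-type KCNH2 virus are loaded with FluxOr dye for 45 min, and thallium flux is measured in kinetic reads before and after stimulation buffer. Rate constants are normalized to DMSO controls.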
Starred values were filed as active, the others as inactive; ? = inconclusive; . = not tested or not shown; [ ] = remark or other dose. Unless noted, the call rests on the fitted dose curve; in most records, active means well fitted curve in the direction sought with a large enough effect; inconclusive means small, poorly fitted or top-dose-only effect, or another doubt; inactive means no such curve, though single readings can be large; an effect the other way counts as inactive or inconclusive.

Structure | USP2a inh | KCNH2 3.1 inh | TRPV1 agonist | ELG1 repair inh | TSHR antagonist | Eya2 phos inh | Mito fusion yeast | A-T KAP1 phos | KCNH2 WT inh | TCR act
CC1C(C#N)=C(SCC(N)=O)NC2=C1C(=O)CC(C)(C)C2 (stereo not drawn) | 0% | -15 | 1 | 5% | -2 | 10% | 22% | -4% | 0 | -3%
COc1cccc(-c2csc(N3CCN(C(=O)C4CCCCC4)CC3)n2)c1 | 0% | -14 | 16 | ? | -10 | 3% | 27% | -2% | 2 | 7%
O=C(c1cc(-c2ccccc2Cl)nc2ccccc12)N1CCC1 | -1% | 4 | ? | -1% | -2 | -9% | 9% | . | -7 | 2%
COc1ccc(F)cc1CN1CCN(c2ncnc3scc(-c4ccccc4)c23)CC1 | -1% | -27 | 1 | 0% | -9 | 7% | -1% | -2% | 8 | -4%
CCOc1ccc(C(=O)N2CCN(C(=O)c3ccco3)CC2)cc1OCC | -2% | -1 | -2 | -1% | 4 | 10% | 1% | 6% | -6 | .
COc1ccc(CSc2nncn2C)cc1F | -1% | 6 | 0 | -8% | 0 | -5% | -11% | 1% | -11 | -6%
CCc1ccc2nc(N(CCCN(C)C)C(=O)c3ccc(S(=O)(=O)N4CCCc5ccccc54)cc3)sc2c1 | 3% | ? | 12 | -13% | -6 | -6% | -25% | -4% | ? | .
COC(=O)CCNC(=O)c1ccc2[nH]c(C)c(C)c2c1 | 1% | -6 | 0 | 18% | -2 | 13% | 1% | -3% | 12 | 2%
CC(=O)c1cn(CC(=O)Nc2ccc(C)cc2C)c2ccccc12 | 0% | 4 | 0 | ? | -22 | 0% | 0% | . | 7 | 3%[46.1 µM]
CCCCOc1ccc([N+](=O)[O-])cc1C(=O)O | -1% | 4 | -1 | -1% | -8 | -4% | -2% | 4% | 1 | 3%
CCc1nn2c(=O)cc(CSc3nc(C)cc(=O)[nH]3)nc2s1 | -1% | 6 | 0 | 8% | 5 | 19% | -1% | 6% | -6 | -4%
CCOc1ccc(S(=O)(=O)NCCC(=O)NCC(c2ccc(OC)cc2)N2CCCCC2)cc1 (stereo not drawn) | 0% | -7 | 2 | ? | -9 | -2% | -3% | -1% | 5 | 1%
CCN1CCN(C(=O)c2cccc(OC3CCN(S(=O)(=O)N(C)C)CC3)c2)CC1 | 4% | 7 | -2 | ? | 2 | -4% | -1% | 11% | 1 | 6%
Cn1cnc([N+](=O)[O-])c1Oc1cccc2ccccc12 | 0% | 12 | 0 | -13% | 11 | -1% | -4% | 10% | -16 | -3%[46.1 µM]
CC(=O)Nc1ccc(SCC(=O)c2cc(C)n(-c3ccccc3F)c2C)cc1 | -1% | 0 | 18 | ? | -15 | -9% | ? | 1% | -9 | 7%[46.1 µM]
COCCCNC(=O)c1sc2ncnc(N3CCc4ccccc4C3)c2c1C | -3% | 11 | 6 | 8.2µM* | -17 | -14% | -7% | 0% | 2 | -10%[46.1 µM]
CCO[C@H]1OC(C(=O)Nc2ccccc2)=C[C@@H](c2csc3ccccc23)[C@@H]1CCCO | 0% | -42 | 29 | -2% | -8 | 5% | 26% | -4% | -2 | -8%
CCOc1ncccc1C(=O)OCc1cc(=O)oc2c(C)c(C)ccc12 | 1% | 1 | ? | -2% | -3 | 7% | -2% | -7% | -8 | 1%
Cc1cc(NC(=O)COC(=O)C2CCCN2C(=O)c2cccs2)no1 (stereo not drawn) | 1% | 2 | -1 | -2% | 4 | 11% | -2% | 3% | 1 | 11%
Cc1cccc2cc(C#N)c(NCCNC(=O)NC3CCCCC3)nc12 | 1% | -1 | 6 | -1% | 3 | 17% | -2% | 15% | 3 | .
CCCCNC(=S)N1CCn2cccc2C1c1ccccc1 (stereo not drawn) | 2% | 10 | ? | ? | 5 | -8% | ? | 4% | -6 | -1%
CC(=O)Nc1ccccc1C(=O)N1CC2(C)CC1CC(C)(C)C2 (stereo not drawn) | 1% | 10 | 1 | 3% | 7 | -4% | -5% | -3% | -1 | -18%
CC(OC(=O)CCN=C1NS(=O)(=O)c2ccccc21)C(=O)N(C)c1ccccc1 (stereo not drawn) | 7% | 0 | -1 | 4% | 1 | 11% | 0% | -5% | -2 | .
Cn1cccc1Cc1nnc(SCC(=O)N2CCOCC2)n1-c1ccc(F)cc1 | 0% | 1 | -6 | 7% | 0 | -22% | -3% | -10% | 2 | 3%
COC(=O)C1CCN(C(=O)c2cc3ccccc3oc2=O)CC1 | -3% | 0 | 6 | ? | 6 | 0% | 3% | -5% | -3 | .
COc1ccc(NC(=O)NC(=O)c2cc(OCC(F)(F)F)ccc2OCC(F)(F)F)cc1 | 4% | -18 | 24 | ? | -3 | ? | 2% | -3% | -2 | -2%
CCOc1ncccc1C(=O)OCC(=O)N1CCN(S(=O)(=O)c2ccc(Cl)cc2)CC1 | -2% | -4 | 16 | 2% | 7 | -4% | 0% | -1% | -2 | -4%
O=C(NC1CC2CCC(C1)N2Cc1ccccc1)c1ccccc1Br (stereo not drawn) | 0% | -6 | 2 | 8% | 18 | 6% | -1% | 3% | 14 | 0%
CCCOc1ccc(C(=O)NNC(=O)c2cccc(S(=O)(=O)N3CCN(C(C)=O)CC3)c2)cc1OC | 0% | 5 | 1 | 1% | -2 | 24% | -1% | -8% | 6 | -6%
O=C(CNC(=O)c1ccc(Cl)cc1Cl)NCC1CCCO1 (stereo not drawn) | -1% | -1 | -2 | ? | -5 | -5% | -1% | -4% | -4 | -3%
Cc1ccc(S(=O)(=O)/N=C2/C=C(Sc3ncn[nH]3)C(=O)c3ccccc32)cc1 | 6% | -1 | 1 | 16µM* | -27 | -20% | -23% | ? | 2 | -3%
Cc1cc(C)c2nc3c(c(C(=O)O)c2c1)CCC3 | 0% | 6 | -1 | 2% | 7 | -7% | -2% | -5% | 14 | 1%
C[C@@]12C(=O)Nc3cc(Cl)ccc3C(=O)N1[C@H]1c3cc(Cl)ccc3OC[C@@H]1[C@@H]2c1ccccc1 | -1% | -34 | . | 1% | -8 | 4% | . | 3% | 1 | 2%
O=C(CCN1C(=O)C2CCCCC2C1=O)Nc1ccc(OC(F)F)cc1 (stereo not drawn) | -11% | -4 | ? | 6% | 8 | 4% | -4% | 5% | -7 | 1%
O=C(Nc1nnc(Cc2ccccc2)s1)c1cccs1 | 0% | -7 | 3 | ? | -1 | -11% | -2% | -4% | -16 | -12%
Cc1cccc(Nc2ccncc2S(=O)(=O)NC(=O)NC(C)C)c1 | 5% | 24 | -1 | . | 4 | 3% | -3% | . | 17 | 0%
CCOc1cc(C(=O)NCCN2CCOCC2)cc(OCC)c1OCC | -6% | -2 | 2 | 5% | -3 | -1% | -6% | -4% | -12 | 9%[46.1 µM]
CN1CCN(CCCNC(=O)CCCOc2cc(=O)n(C)c3ccccc23)CC1 | 2% | -19 | -4 | ? | 0 | -25% | 0% | 6% | -6 | 1%
CCOC(=O)/C=C1\SCC(=O)N1CCOc1cccc(Br)c1 | -2% | -25 | . | ? | -6 | -6% | 25% | 17% | -11 | -3%
COc1cccc(OC)c1C(=O)OCC(=O)N1CCC(Cc2ccccc2)CC1 | 1% | -24 | . | 16% | 2 | -13% | . | 3% | 4 | 3%
CCCCC/C=C/C1=CC(=O)C[C@H](c2ccc(Cl)cc2)C1 | 0% | 1 | ? | -2% | -24 | -16% | 22% | 16% | 5 | -6%
O=C(NC(=S)Nc1ccc2c(c1)OCCO2)c1cccc(Br)c1 | 0% | -6 | 1 | ? | 1 | -1% | 29% | -6% | -2 | -1%[46.1 µM]
COCCCNC(=O)Cc1coc2ccc3ccccc3c12 | 1% | 11 | 6 | -6% | 3 | -4% | 3% | 2% | -4 | .
O=C(CN1CCN(S(=O)(=O)c2ccc(Cl)cc2)CC1)NC(=O)NC1CCCCC1 | -5% | -7 | -6 | ? | -8 | -28% | 0% | -2% | -25 | -4%
Cc1ccccc1NC(=O)CN1CCC(n2nnc3ccccc32)CC1 | 3% | -16 | 3 | ? | -7 | 6% | 4% | -4% | -7 | -1%

One compound at a time (already shown):
C[C@@]12C(=O)Nc3cc(Cl)ccc3C(=O)N1[C@H]1c3cc(Cl)ccc3OC[C@@H]1[C@@H]2c1ccccc1 as listed: USP2a inh: -1%; KCNH2 3.1 inh: -34; TRPV1 agonist: .; ELG1 repair inh: 1%; TSHR antagonist: -8; Eya2 phos inh: 4%; Mito fusion yeast: .; A-T KAP1 phos: 3%; KCNH2 WT inh: 1; TCR act: 2%
O=C(Nc1nnc(Cc2ccccc2)s1)c1cccs1 as listed: USP2a inh: 0%; KCNH2 3.1 inh: -7; TRPV1 agonist: 3; ELG1 repair inh: ?; TSHR antagonist: -1; Eya2 phos inh: -11%; Mito fusion yeast: -2%; A-T KAP1 phos: -4%; KCNH2 WT inh: -16; TCR act: -12%

High-throughput results (PubChem BioAssay)

An excerpt; rates above refer to the full screens.
